Bioassay records as filed in PubChem.
PRMT1 inh: blocks human protein arginine methyltransferase 1; Q99873; hit rate 1.3% among 370,000; recombinant PRMT1, activity-based probe fluorescence polarization; inhibition, % at 2.79 µM;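 active = inhibition above about 21% made by adding two undisclosed values, limit read from the data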
Target sequence (Q99873 whole entry, looked up): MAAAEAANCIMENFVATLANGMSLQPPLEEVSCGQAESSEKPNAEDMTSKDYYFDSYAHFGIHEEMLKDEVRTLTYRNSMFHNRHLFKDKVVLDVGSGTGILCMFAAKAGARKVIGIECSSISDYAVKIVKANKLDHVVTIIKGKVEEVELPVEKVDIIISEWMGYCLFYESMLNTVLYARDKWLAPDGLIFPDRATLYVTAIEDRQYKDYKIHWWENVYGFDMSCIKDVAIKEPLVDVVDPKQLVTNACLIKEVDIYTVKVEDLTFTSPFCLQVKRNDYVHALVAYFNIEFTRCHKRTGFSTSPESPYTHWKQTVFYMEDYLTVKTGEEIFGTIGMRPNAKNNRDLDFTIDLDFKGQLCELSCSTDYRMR
rCAG RNA binder: r(CAG) repeat RNA binding; TO-PRO-1 dye displacement fluorescence; inhibition, % at 3 µM; hit rate 1.3% among 370,000; AID 651821;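 active = inhibition above the plate cutoff, the mean of all test compounds on that plate plus 3 SD, cut at about 35% in these data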;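 note: 0% = DMSO alone and 100% = 100 µM mitoxantrone as full dye displacement; higher means more dye released from RNA so lower well fluorescence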
TCR CD3 inh: human TCR-CD3 binding inhibition | TAMRA-labeled TCR probe fluorescence, biochemical | inhibition, % at 9.4 µM | hit rate 0.37% among 360,000 | AID 651800; in the data active = inhibition above about 19%;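 note: recombinant mutant TCR 2C K166C tagged with TAMRA read by polarization; 0% = receptor in buffer alone and 100% = receptor with positive control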
LEDGF integ inh: blocks HIV-1 LEDGF/p75-dependent DNA integration. TR-FRET IN-LEDGF/p75 DNA integration, Eu/Cy5. inhibition, % at 3.7 µM. hit rate 0.64% among 370,000. AID 743269;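 active = inhibition above the screen-wide mean plus 3 SD, cut at about 13% in these data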;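 note: signal is the Cy5 over europium emission ratio at 671 and 618 nm; 0% = plate median of compound wells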
ABHD4 inh: inhibitors of mouse ABHD4 | AID 720543 | inhibition, % at 8.92 µM | Q8VD66 | hit rate 0.54% among 370,000 | purified mABHD4, FP-Rh probe fluorescence polarization;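 active = inhibition exceeding the mean over every tested compound plus 3 SD, cut at about 30% in these data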;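 note: 0% = plate median of compound wells and 100% = S159A mutant with DMSO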
Target sequence (Q8VD66 whole entry, looked up): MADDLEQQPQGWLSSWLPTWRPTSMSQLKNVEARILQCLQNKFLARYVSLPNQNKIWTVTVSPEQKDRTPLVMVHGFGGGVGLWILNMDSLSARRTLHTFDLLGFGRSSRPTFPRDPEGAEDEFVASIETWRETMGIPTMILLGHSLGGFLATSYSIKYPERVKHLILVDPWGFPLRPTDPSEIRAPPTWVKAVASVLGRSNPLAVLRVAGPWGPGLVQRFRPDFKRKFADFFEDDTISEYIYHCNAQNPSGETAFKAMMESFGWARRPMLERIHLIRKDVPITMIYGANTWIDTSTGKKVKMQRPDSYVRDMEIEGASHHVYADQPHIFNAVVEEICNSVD
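Assay system: mouse ABHD4 enzyme, wild type / Also added: fluorescent activity-based probe FP-Rh / Doses: single nominal dose of 8.92 µM, 0.89% DMSO final / Timing: 45 min compound pre-incubation plus 60 min probe step, 25 °C / Signal: FP readout, ex 525 nm / em 598 nm / Control set: S159A mutant/DMSO as 100%, compound-well median as 0%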
TDP2 absorb: TDP2 (human) inhibition, absorbance primary screen | O95551 | recombinant TDP2, T5PNP hydrolysis, p-nitrophenol absorbance 415 nm | inhibition, % at 12.8 µM | hit rate 0.34% among 370,000 | AID 720702;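 active = inhibition above the mean of all tested compounds plus 3 SD, set per campaign, cut at about 25% in these data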;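 note: 0% = DMSO with enzyme and 100% = buffer with substrate but no TDP2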
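Material: recombinant human TDP2; quantity: TDP2 enzyme at 120 nM final; medium: Tris-HCl pH 7.5 with MgCl2; compound: single concentration, 12.8 µM nominal, with 1% DMSO; incubation: 2 h enzyme incubation at 37 °C; signal: epi absorbance; measure: percent inhibition; benchmarks: high control without enzyme, low control DMSO plus TDP2; repeats: singlicate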
SIAE primary: inhibitors of human sialic acid acetylesterase SIAE. Q9HAT2. SIAE FP-Rh probe binding, fluorescence polarization. inhibition, % at 9.66 µM. hit rate 0.69% among 370,000. AID 1053197;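 active = inhibition above a cutoff: mean of compounds within the control limits plus 3 SD of those, cut at about 17% in these data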;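 note: 0% = plate median of compound wells and 100% = probe without SIAE protein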
HTRA1 inh: blocks human HTRA1 serine peptidase; Q92743; recombinant HTRA1, FP-rhodamine activity-based probe, fluorescence polarization; hit rate 0.5% among 340,000; inhibition, % at 5.96 µM; in the data active = inhibition above about 36%;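 note: 0% = enzyme with DMSO and 100% = wells lacking enzyme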
Rev-erbA mod: modulates human Rev-erb alpha binding to DNA | hit rate 0.79% among 370,000 | AID 1259318 | P20393 | Rev-erbα–FITC-DNA binding, fluorescence polarization, 90 min | activity, % at 10 µM;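 active = activity above about 14%, limit read from the data; passing the limit was not always enough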;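 note: 0% = DMSO wells with 35 nM protein and 100% = DMSO wells with 750 nM protein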
PG9 binder: PG9 antibody binding by small molecule. TR-FRET gp120-PG9 antibody binding. inhibition, % at 6.7 µM. hit rate 0.43% among 360,000; in the data active = inhibition above about 8.5%
* = called active by the depositor; x = no result given. A portion of the library; count on the stated rates, not on these rows.

SMILES,PRMT1 inh,rCAG RNA binder,TCR CD3 inh,LEDGF integ inh,ABHD4 inh,TDP2 absorb,SIAE primary,HTRA1 inh,Rev-erbA mod,PG9 binder
Cc1ccc(C)c(-c2cc(C(=O)Nc3cccc(C(=O)O)c3)c3ccccc3n2)c1,3,29,-3,5,-23,-8,-2,-6,5,-3.2
CN(C(=O)COC(=O)c1nc(Cl)ccc1Cl)c1ccccc1,-5,0,6,1,0,-4,0,2,-1,-2.3
CC1(C)C2CCC1(CS(=O)(=O)Nc1cccc(S(N)(=O)=O)c1)C(=O)C2 (stereo not given),-3,2,5,0,7,13,2,x,-3,-0.5
Cc1ccc(NC(=O)COc2ccc(/C=C3/SC(=Nc4ccccc4)N(Cc4cccnc4)C3=O)cc2)cc1,-1,6,0,2,2,5,-6,-12,-1,-0.7
COc1cccc(Nc2nc(-c3ccc(O)cc3)cs2)c1,4,15,-1,-2,18,0,9,17,3,-1.4
O=S(=O)(NC1CCCC1)c1ccc(Br)s1,-1,2,5,4,1,-4,-5,3,-2,-2.0
COc1ccc(N2C(=O)/C(=C/c3ccc([N+](=O)[O-])cc3)N=C2C)c(OC)c1,2,0,2,0,0,-2,-1,-1,3,-1.1
N#CCC(=O)Nc1ccc(C(=O)NCc2ccccn2)cc1,-1,4,2,-2,-1,-7,-2,-3,3,0.8

Additional results.
SMILES,PRMT1 inh,rCAG RNA binder,TCR CD3 inh,LEDGF integ inh,ABHD4 inh,TDP2 absorb,SIAE primary,HTRA1 inh,Rev-erbA mod,PG9 binder
CCOC(=O)c1cnc2c(cnn2C)c1NCCC#N,-3,-2,3,0,1,5,2,4,-2,-0.6
CCOC(=O)c1c(S(=O)(=O)Nc2cccc(Cl)c2)c(C)n(C)c1C,0,1,4,1,7,1,-8,-7,-2,-2.4
CCOc1ccc(NC(=O)Nc2ccc(N(C)C(C)=O)cc2)cc1,0,-4,2,0,3,6,1,2,5,-0.6
CC1(C2CC2)NC(=O)N(CC(=O)Nc2ccc(OC(F)F)cc2)C1=O (stereo not given),-1,4,8,-5,-3,2,6,4,2,-1.9
O=C(CCc1ccccc1)Nc1cc(C(F)(F)F)ccc1Cl,-2,-5,3,3,-3,4,2,-12,0,-1.6
Cc1cccc(CNC(=O)C(C)n2nc(C)c3c(C)n(-c4ccccc4)nc3c2=O)c1 (stereo not given),-2,-6,7,2,-4,0,-6,-3,2,-2.7
O=C(NCc1ccc2c(c1)OCO2)C1CCCCC1,0,-1,0,0,5,2,6,-2,4,-4.0
CC(=O)OCCCN1CCC2(CCCCC2)C1=O,1,2,x,-2,4,11,-5,x,-4,x

3 of the entries above in order of their number in HTRA1 inh, lowest first.
Compound	PRMT1 inh	TCR CD3 inh	LEDGF integ inh	ABHD4 inh	TDP2 absorb	SIAE primary	HTRA1 inh	Rev-erbA mod	PG9 binder
CCOC(=O)c1c(S(=O)(=O)Nc2cccc(Cl)c2)c(C)n(C)c1C	0	4	1	7	1	-8	-7	-2	-2.4
CN(C(=O)COC(=O)c1nc(Cl)ccc1Cl)c1ccccc1	-5	6	1	0	-4	0	2	-1	-2.3
O=S(=O)(NC1CCCC1)c1ccc(Br)s1	-1	5	4	1	-4	-5	3	-2	-2.0

(more compounds)
SMILES,PRMT1 inh,rCAG RNA binder,TCR CD3 inh,LEDGF integ inh,ABHD4 inh,TDP2 absorb,SIAE primary,HTRA1 inh,Rev-erbA mod,PG9 binder
CCOCC(=O)Nc1nnc(COCC)s1,5,-3,-3,-2,-1,1,3,4,-5,0.0
COc1ccccc1CC(=O)N1CCN(c2ccccc2F)CC1,3,3,5,0,3,4,-10,-9,-6,0.6
CS(=O)(=O)N(CC(=O)Nc1ccccc1C(=O)N1CCOCC1)c1ccccc1,-3,0,0,2,0,9,3,-3,1,-0.2
CCOC(=O)NC1(C(F)(F)F)NC(=O)N(C2CCCCC2)C1=O (stereo not given),0,-1,-8,2,-1,5,-4,-6,-5,0.7
COc1ccc(CCNC(=O)c2ccccc2C(=O)NCCc2ccc(OC)c(OC)c2)cc1OC,-4,-6,12,-1,3,-5,-3,x,0,-0.8
CCn1c(SCC(=O)N2CCCC2)nc2c1c(=O)n(C)c(=O)n2C,3,-8,-1,-2,6,4,4,3,-5,-2.8
COC(=O)C(C(=O)OC)C(C[N+](=O)[O-])c1ccc(OC)cc1 (stereo not given),1,-4,8,-1,-2,4,-5,1,-2,-1.6
Cc1cccc(C)c1NC(=O)CNC(=O)CCNC(=O)c1ccco1,0,1,-2,-4,8,3,-6,-11,8,1.6

(next part)
SMILES,PRMT1 inh,rCAG RNA binder,TCR CD3 inh,LEDGF integ inh,ABHD4 inh,TDP2 absorb,SIAE primary,HTRA1 inh,Rev-erbA mod,PG9 binder
CCOC(=O)C1CCCN(C(=O)c2cccc(N3C(=O)c4ccccc4C3=O)c2)C1 (stereo not given),-2,-1,0,5,0,10,2,-6,-3,0.0
COC(=O)C1(CC2CC(c3ccncc3)=NO2)CCN(C(=O)OC(C)(C)C)CC1 (stereo not given),-3,-8,-4,1,1,-1,-4,-2,-4,-0.2
CCc1ccc(NC(=O)c2ccc(Cn3cc([N+](=O)[O-])cn3)cc2)cc1,0,1,-3,2,1,-7,1,-13,-4,-1.2
COc1ccc(NC(=O)CN(C)C(=O)C2CC(=O)N(CCc3ccc(OC)c(OC)c3)C2)cc1 (stereo not given),-1,4,-6,0,4,8,2,2,-3,1.3
CCOc1ccc(/C(O)=C2/C(=O)C(=O)N(CCCN3CCOCC3)C2c2ccc(C)cc2)cc1C (stereo not given),-1,6,18,-3,6,-8,1,-14,-3,3.2
CCCOc1ccc(C(=O)CCC(=O)OC(C)C(=O)Nc2ccc(NC(C)=O)cc2)cc1 (stereo not given),1,-3,0,-4,-11,0,0,-3,-2,0.4
CC(CO)(CO)NC(=O)c1ccc(=O)[nH]n1,1,1,6,0,4,9,2,7,-2,-0.7
COc1ccc(OC)c(Cc2nnc(CCC(=O)NC3CCCCCCC3)o2)c1,1,-9,-1,-3,3,-1,-3,-2,0,1.8

(further entries)
SMILES,PRMT1 inh,rCAG RNA binder,TCR CD3 inh,LEDGF integ inh,ABHD4 inh,TDP2 absorb,SIAE primary,HTRA1 inh,Rev-erbA mod,PG9 binder
O=C(Nc1cccc(Cl)c1)c1csc(-c2ccccc2)n1,-1,5,2,-1,-15,-4,-12,-56,3,-2.0
O=C1C=C(c2ccccc2Oc2ccccc2)C[C@@H](c2ccc(F)cc2)C1,-1,5,-4,4,-2,-3,-6,-30,6,-1.8
CCn1cc([N+](=O)[O-])c(C(=O)N2N=C(c3ccc(OC)cc3OC)CC2c2ccccc2O)n1 (stereo not given),-5,4,5,2,-6,6,-38,-44,11,1.3
Cc1cc(Nc2ccc(Cl)cc2)nc(-c2ccccc2O)n1,1,25,0,-4,1,8,12,-21,29*,-2.1
COc1cccc(OCc2cc(C(=O)N(C)Cc3nc(C)cs3)no2)c1,-3,-2,5,4,1,18,-2,-9,-3,-0.9
COC(=O)C1CCN(S(=O)(=O)Cc2ccccc2)CC1,8,4,-8,-2,3,16,-3,-10,-4,0.5
O=C(OCn1ncc(Cl)c(Cl)c1=O)c1ccccc1Cl,4,0,0,4,-2,18,4,-8,-3,-0.1
COc1ccccc1C(=O)N/N=C(\C)CC(=O)Nc1ccc(Cl)cn1,2,0,8,4,1,9,5,-2,-2,-1.2

The results go on:
SMILES,PRMT1 inh,rCAG RNA binder,TCR CD3 inh,LEDGF integ inh,ABHD4 inh,TDP2 absorb,SIAE primary,HTRA1 inh,Rev-erbA mod,PG9 binder
CC1CCCC(C)N1c1nnc(NC(=O)c2cc(-c3ccc(Br)cc3)on2)s1 (stereo not given),3,7,4,0,-6,-4,2,-4,4,0.5
Cc1nnc2c(SC(C)C)nc3ccccc3n12,-3,-1,8,0,-1,-9,-4,10,-2,-1.7
CCn1cc(Cl)c(C(=O)Nc2ccccc2C(N)=O)n1,1,0,-3,-3,0,7,2,7,-5,1.4
CC1(C)CC2(CCO1)C(Nc1ccccc1)=NC(=S)N2CC(N)=O (stereo not given),1,1,6,2,-5,13,4,5,0,0.0
CCn1cc(CCC(=O)NC2CCCC2)c2ccccc21,-3,-3,3,2,1,9,5,0,-5,-0.5
Cc1cccn2c(=O)c3cc(C(=O)NC4CCCCCC4)sc3nc12,-2,3,0,3,-5,-4,8,-8,9,0.1
Cc1oc(-c2ccc(F)cc2)cc1-c1nn2c(-c3ccoc3C)nnc2s1,20,36*,5,38*,14,1,2,10,-30,1.2
CN1CCN(NC(=O)CN2C(=O)S/C(=C\c3c(Cl)cccc3Cl)C2=O)CC1,26*,2,0,-21,11,14,-2,19,-1,-1.0

(cont.)
SMILES,PRMT1 inh,rCAG RNA binder,TCR CD3 inh,LEDGF integ inh,ABHD4 inh,TDP2 absorb,SIAE primary,HTRA1 inh,Rev-erbA mod,PG9 binder
CCOC(=O)c1ccc(NC(=S)NCc2ccco2)cc1,0,2,3,6,-11,-11,3,-7,0,-2.6
O=C(COC(=O)CCc1nc2ccccc2n1-c1ccccc1)Nc1cccc(Cl)c1,2,-4,-2,3,-3,-4,4,-11,2,-0.8
COc1ccc(C)cc1NC(=O)C1CCCN(S(=O)(=O)c2cnc[nH]2)C1 (stereo not given),-3,4,0,3,1,-10,2,0,-7,-1.1
CCCOC(=O)c1ccc(NC(=O)C(CC)CC)cc1,-1,1,0,1,5,7,7,-7,-1,1.2
COc1cc([N+](=O)[O-])ccc1N1C(=O)CC(Sc2nccc(C)n2)C1=O (stereo not given),12,8,8,-2,-3,-6,5,0,0,-1.6
Cc1ccc(NC(=O)CN(C)C(=O)c2cc(-c3ccco3)nc3ccccc23)cc1,15,35*,2,8,-4,-13,1,2,-22,-1.1
CC(=O)Nc1ccc(C(=O)COC(=O)c2cccs2)c(F)c1,0,2,-5,-3,-13,4,1,-4,0,1.2
CC(CCc1ccccc1)NC(=O)COC(=O)c1ccccc1Br (stereo not given),5,-2,8,7,-22,-17,-7,-5,2,-0.1
COc1ccc2cc(C(c3nnnn3C3CCCC3)N3CCCCCC3)c3nnnn3c2c1 (stereo not given),-3,1,5,2,2,-5,7,-2,9,1.1
Cc1[nH]c2ccc(C(=O)NC3CCCC3)cc2c1C,-5,4,4,0,-3,-1,3,-13,12,0.2
